# NR2F2 inh = NR2F2 transcriptional activity inhibitors, primary screen, cell-based, luciferase reporter, HEK293T, luminescence | COUP transcription factor 2 (Homo sapiens), P24468 | HEK293T NGFI-A luciferase reporter | inhibition, % at 8.6 µM | hit rate 0.7% among 370,000 | AID 686940, 2013;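 active = inhibition above a per-plate cutoff, mean inhibition of test wells between control levels plus 3 SD, cut at about 38% in these data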;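 also: cells cotransfected with COUP-TFII expression vector driving the NGFI-A reporter; 0% = median of COUP-TF2 test wells and 100% = reporter-only cells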
# Target sequence (P24468 whole entry, looked up): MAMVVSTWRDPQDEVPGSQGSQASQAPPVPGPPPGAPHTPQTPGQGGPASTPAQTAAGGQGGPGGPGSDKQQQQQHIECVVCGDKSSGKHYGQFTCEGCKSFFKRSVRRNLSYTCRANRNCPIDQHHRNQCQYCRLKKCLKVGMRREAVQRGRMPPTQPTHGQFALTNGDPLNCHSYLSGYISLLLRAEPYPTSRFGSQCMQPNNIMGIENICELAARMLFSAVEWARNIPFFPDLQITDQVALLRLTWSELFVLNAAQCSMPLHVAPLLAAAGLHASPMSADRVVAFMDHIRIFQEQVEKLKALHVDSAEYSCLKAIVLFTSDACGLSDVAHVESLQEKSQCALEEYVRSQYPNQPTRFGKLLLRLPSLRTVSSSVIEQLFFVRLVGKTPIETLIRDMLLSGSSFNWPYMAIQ
# EBV LMP1 NFkB = EBV LMP1-driven NF-kappaB luciferase reporter inhibitors, primary screen, cell-based, luminescence, single point. LMP1-induced NF-kappaB luciferase reporter cells. inhibition, % at 12.5 µM. hit rate 0.69% among 350,000; in the data active = inhibition above about 41%;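 also: 0% = neutral control wells and 100% = reference inhibitor control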
# SRC1 inh = SRC1 coactivator transcriptional activity inhibitors, primary screen, cell-based, luminescence; HEK293 GAL4-SRC1 luciferase reporter; inhibition, % at 3.6 µM; hit rate 0.12% among 360,000; AID 588354, 2011;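 active = inhibition above the campaign mean plus 3 SD, with each screening campaign given its own cutoff, cut at about 60% in these data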;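 also: 0% = DMSO treated cells and 100% = gossypol at 36 µM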
# NR5A2 inv ag = LRH-1 (NR5A2) inverse agonists, primary screen, cell-based, luminescence, HEK293T, StAR-luciferase reporter | Nuclear receptor subfamily 5 group A member 2 (Homo sapiens), O00482 | LRH-1 transfected, 24 h | inhibition, % at 3.6 µM | hit rate 0.13% among 360,000 | AID 602396, 2012;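 active = inhibition above the mean inhibition of all tested compounds plus 3 SD, cut at about 73% in these data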;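 also: 0% = DMSO wells and 100% = reporter-only cells lacking LRH-1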
# Target sequence (O00482 whole entry, looked up): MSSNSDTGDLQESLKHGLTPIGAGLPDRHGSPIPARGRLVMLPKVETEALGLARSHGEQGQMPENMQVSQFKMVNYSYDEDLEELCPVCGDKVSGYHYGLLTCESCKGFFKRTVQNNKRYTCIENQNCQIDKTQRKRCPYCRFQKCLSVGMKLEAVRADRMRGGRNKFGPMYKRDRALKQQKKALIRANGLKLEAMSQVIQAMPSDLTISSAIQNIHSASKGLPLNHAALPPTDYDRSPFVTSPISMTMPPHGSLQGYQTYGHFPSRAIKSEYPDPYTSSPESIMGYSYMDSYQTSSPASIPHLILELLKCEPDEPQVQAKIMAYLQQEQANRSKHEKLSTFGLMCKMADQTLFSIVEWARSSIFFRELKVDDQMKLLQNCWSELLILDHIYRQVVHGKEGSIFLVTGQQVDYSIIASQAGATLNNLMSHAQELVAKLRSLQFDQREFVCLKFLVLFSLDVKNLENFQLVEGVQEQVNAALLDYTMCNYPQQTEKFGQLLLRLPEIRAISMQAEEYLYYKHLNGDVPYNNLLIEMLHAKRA
# TROY NFkB inh = inhibitors of TROY-driven NF-kB signaling, primary screen, Q293 LMP1-TROYcd cells, NF-kB luciferase, uHTS. Q293 LMP1-TROYcd NF-kB luciferase reporter, 4 h. inhibition, % at 10 µM. hit rate 0.98% among 360,000. AID 1347056, 2019;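 active = compounds whose plate-normalised and pattern-corrected inhibition of the luciferase reporter signal at the single screening dose is 50% or more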
# Shn3 inh set2 = reduction of Shn3 3'UTR firefly luciferase signal, primary screen, Schnurri-3 inhibitor project, cell-based, Clone20 osteoblasts, set 2; AID 588674, 2011; hit rate 0.52% among 360,000; Clone20 osteoblast Shn3 3'UTR firefly luciferase, 24 h; inhibition, % at 12.5 µM;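 active = mean inhibition of at least 75% with every replicate also reaching 75%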;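 also: 0% = median of neutral control wells and 100% = pilot-screen positive control compound; some compounds past the cut are filed as inactive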
# CF NFkB block = inhibitors of PAF-induced NF-kB signaling, primary screen, cell-based, GFP fluorescence, uHTS. KKLEB NF-kB-GFP reporter, GFP fluorescence overnight. inhibition, % at 5 µM. hit rate 0.86% among 360,000. AID 588850, 2011;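 active = at least 50% inhibition at 5 µM, scaled per plate between neutral and stimulator controls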;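 also: PAF is a Pseudomonas aeruginosa culture filtrate used as stimulus; plate controls were PAF-stimulated DMSO wells for no effect and unstimulated DMSO wells for full effect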
# KKLEB tox = cytotoxicity in KKLEB CF airway cells, primary screen, cytotoxicity control for CF NF-kB inhibitor project, cell-based, uHTS, fluorescence assay plates; KKLEB CF airway cells viability, ATPlite luminescence, overnight; stronger effect = lower value; cells stimulated with P. aeruginosa culture filtrate; activity change (cytotoxicity), % at 5 µM; hit rate 0.36% among 360,000;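 active = corrected activity change at or below -50% at 5 µM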
# TWEAK-Fn14 inh = inhibitors of TWEAK-Fn14 signaling, primary screen, luciferase reporter cells, uHTS; TWEAK-stimulated Fn14 reporter cells, luciferase luminescence, 8 h; inhibition, % at 10 µM; hit rate 2% among 360,000; in the data active = inhibition above about 50%
# TRAIL sens C8 = viability loss with TRAIL in NB7+C8 cells, primary screen, TRAIL sensitizer project, cell-based, ATPlite luminescence. hit rate 1% among 360,000. inhibition (viability loss, TRAIL sensitization), % at 10 µM. AID 624354, 2012;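 active = compounds causing at least 50% loss of cell viability in the single-dose screen, relative to plate controls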
# SRC3 inh = SRC3 coactivator transcriptional activity inhibitors, primary screen, cell-based, luminescence. Nuclear receptor coactivator 3 (Homo sapiens), Q9Y6Q9. HEK293 GAL4-SRC3 luciferase reporter. inhibition, % at 3.6 µM. hit rate 0.17% among 360,000. AID 588352, 2011;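 active = inhibition above a per-campaign cutoff, the mean of all compounds plus 3 SD, cut at about 60% in these data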;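 also: 0% = DMSO-treated cells and 100% = gossypol-treated cells at 36 µM; higher means less SRC3-driven luciferase light from the GAL4 reporter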
# The depositor's hits bear a star; · = not tested or not shown; & = joins results of further samples.
no.	compound	NR2F2 inh	EBV LMP1 NFkB	SRC1 inh	NR5A2 inv ag	TROY NFkB inh	Shn3 inh set2	CF NFkB block	KKLEB tox	TWEAK-Fn14 inh	TRAIL sens C8	SRC3 inh
1	CC1OC(OC2C=C3CCC4C(CCC5(C)C(c6ccc(=O)oc6)CCC45O)C3(C)CC2)C(O)C(OC2OC(CO)C(O)C(O)C2O)C1O (stereo not drawn)	78*	89*	91*	97*	40	-4	95*	-62*	86*	75*	88*
2	NC(=O)OCCSc1nnc(-c2cccc(C(N)=S)c2)o1	-1	5	5	24	-3	12	13	0	-11	-9	16
3	CCCCOP(=O)(OCCCC)/C(C#N)=C(/C)O	-8	-7	6	-15	2	-21	1	-4	14	7	12
4	CCC(=O)N1CCN(CCN=Cc2c(O)n(C)c(=O)n(C)c2=O)CC1	0	1	-21	-16	-4	-10	9	-8	1	8	15
5	CCCCn1c(O)c(C(CC)=NCc2ccc3c(c2)OCO3)c(=O)[nH]c1=O	-3	-5	23	20	21	3	8	-3	25	-4	15
6	NP(=O)(Oc1ccccc1)c1ccccc1 (stereo not drawn)	2	4	-8	-3	-10	-3	17	-4	12	-5	5
7	CCc1ccc(CN2CCN(Cc3ccc(SC)cc3)CC2)cc1	28	15	8	9	7	18	10	-3	22	24	19
8	CC12Nc3ccccc3C(=O)N1Cc1cnnn1-c1ccccc12 (stereo not drawn)	-1	·	·	-10	2	·	·	·	3	3	·
9	O=C1c2ccccc2C(=O)N1Cc1nc2ccccc2c(=O)n1-c1ccc(Br)cn1	-3	-2	8	-2	4	12	-31	-8	-3	-1	15
10	CCOC(=O)c1c(-n2c(C)cc(C=C3C(=O)NC(=S)NC3=O)c2C)sc2c1CCCC2	·	1	1	-1	-3	63	34	5	3	14	19
11	CC(C)(C)c1ccc(C(=O)C2CCCN(Cc3ccon3)C2)cc1 (stereo not drawn)	-16	-5	-33	-36	-24	-41	1	9	-32	-1	-37
12	COc1ccc(OP(=O)(Nc2ccccc2)Nc2ccccc2)cc1	-2	-1	14	3	17	-19	4	3	1	-16	-14
13	CC(=NCc1cccnc1)c1c(O)n(-c2ccccc2)c(=O)[nH]c1=O	7	4	-2	0	13	8	-1	-13	-4	7	18
14	Cc1ccccc1[N+](=O)[O-]	0	-5	6	-5	-1	-8	2	-14	8	-3	4
15	O=S(=O)(c1cc(Cl)cc(Cl)c1)N1Cc2cc(N3CCOCC3)ccc2-n2nncc2C1	-21	·	-22	16	-3	3	20	-26	-30	21	12
16	CC(NCc1cccc(Cl)c1Cl)C(O)c1ccccc1 (stereo not drawn)	-16	3	-2	15	-1	-9	4	-3	-20	9	6
17	O=C(NC1CCCCC1)Oc1cc2oc(=O)sc2cc1Cl	0	-1	0	11	0	-45	-4	2	12	-4	-2
18	COc1cccc(CNCCc2ccc3c(c2)OCO3)c1OC	-4	4	-1	13	9	-5	0	2	-22	-4	-4
19	CC(=Nc1ccc(F)cc1)c1c(O)n(C)c(=O)[nH]c1=O	25	5	6	-4	14	9	16	10	9	2	16
20	Cc1ccccc1N1CCN(C2CCCN(C(=O)Cc3c(C)noc3C)C2)CC1 (stereo not drawn)	2	5	-7	13	4	2	1	-5	8	-7	-2
21	O=C(c1cccn2c(=O)c3ccc(Cl)cc3nc12)N1CCC2(CC1)OCCO2	-17	-4	5	13	6	-26	-13	12	-9	5	-11
22	COc1ccc(O)c2c(=O)c3c(OC)cc4c(c3oc12)C1C=COC1O4 (stereo not drawn)	11	64*	-5	13	-15	12	-23	-19	-26	19	7
23	CCC/C=N/O	-2	-5	-15	-1	6	1	13	12	-4	10	-20
24	COc1ccc(-c2ccc3c(c2)CN(C(=O)CCc2ccccc2)Cc2cnnn2-3)cc1	15	·	-40	24	20	1	-27	-10	-16	-13	11
25	Cc1ccc2c(c1)C1CN(C)CCC1N2C(=O)c1ccco1 (stereo not drawn)	13	6	4	-9	5	-18	-3	18	1	2	5
26	CCOC(=O)c1c(/N=C/c2c(O)n(-c3ccc(F)cc3)c(=S)[nH]c2=O)sc2c1CCCC2	-4	-5	5	12	4	-8	-22	18	4	-17	-4
27	CN1C(=O)CN=C(c2ccccc2Cl)c2cc(Br)ccc21	-13	-1	16	10	17	12	-2	8	13	-3	3
28	COC(=O)C1=C(c2cc3ccccc3s2)C[C@@H]2CC[C@H]1N2C(=O)NCc1ccccc1	-7	16	-18	12	-8	5	19	-24	15	-12	0
29	Oc1ccc(-[n+]2c(-c3ccccc3)cc(-c3ccccc3)cc2-c2ccccc2)cc1	62*	32	17	34	62*	22	40	-15	87*	65*	-48
30	Nc1cc(N2CCNCC2)c([N+](=O)[O-])cc1Cl	4	-11	-13	10	6	5	-1	5	0	21	27
31	CCOC1=C(N2CC2)C(=O)C(OCC)=C(N2CC2)C1=O	11	5	0	-31	-4	23	-20	9	32	3	-10
32	CCOC(=O)C1(c2ccccc2)CCN(CCC(=O)Nc2ccc(F)cc2)CC1	-5	-9	-2	-5	12	16	11	-4	4	2	-12
33	C=CCn1c(O)c(C(CC)=NCc2ccco2)c(=O)[nH]c1=O	-28	8	2	5	-10	4	-15	-2	22	1	6
34	O=C(Nc1ccc(F)cc1)N1CC2CC(C1)c1cccc(=O)n1C2 (stereo not drawn)	-31	-7	-9	0	3	-5	10	1	-5	-16	5
35	COc1cccc(C(c2nnnn2Cc2ccccc2)N2CCC(n3c(=O)[nH]c4ccccc43)CC2)c1OC (stereo not drawn)	23	·	25	33	30	-2	87*	-75*	39	27	34
36	O=C(COC(=O)Cc1ccccc1)Nc1cc(S(=O)(=O)N2CCCCC2)ccc1Cl	6	-5	10	4	-14	-3	6	-1	-7	2	23
37	CN1CCN(c2ccc(C(N)=O)cc2[N+](=O)[O-])CC1	12	8	8	-21	13	-5	5	2	-19	7	-16
38	OC(CC#CCN1CCCCCC1)(c1ccccc1)C1CCCC1 (stereo not drawn)	-15	8	-7	-1	13	13	16	3	13	9	13
39	O=C(C(=C1N(Cc2ccc(Cl)nc2)CCN1Cc1ccc(Cl)nc1)[N+](=O)[O-])C(Cl)Cl	-12	8	10	15	3	-6	12	-3	21	-2	9
40	O=c1[nH]c(=S)n(Cc2ccc(F)cc2)c(O)c1/C=N/N1CCCCCC1	15	14	6	7	-11	3	12	-2	6	21	-3
41	CCN(c1ccc(C(O)(C(=O)OC)C(F)(F)F)cc1)S(=O)(=O)c1ccc(C)cc1 (stereo not drawn)	8	-4	-8	1	-2	-6	-8	3	-12	4	8
42	c1ccc2c(c1)CSc1ccccc1C2C1=NCCN1 (stereo not drawn)	6	-5	-18	1	-15	-9	31	-16	28	8	-5
43	Cc1nc2ccccc2c(=O)n1-n1cnnc1	-5	1	1	3	-1	0	-7	4	-4	-2	-7
44	CCN(CC)CCN=Cc1c(O)n(Cc2ccco2)c(=O)[nH]c1=O	2	4	-2	6	-24	-2	1	2	-6	-4	3
45	O=C(N[C@H]1CP(=O)(Oc2ccccc2)O[C@H](COCc2ccccc2)[C@H]1O)C(Cl)(Cl)Cl (stereo partly drawn)	7	2	4	-5	-5	-8	-12	5	8	7	9
46	CC(C(=O)c1c[nH]c2ccccc12)N1CCN(C(=O)c2ccco2)CC1 (stereo not drawn)	25	1	-18	13	18	9	20	-14	-10	6	3
47	COC(=O)C1=CO[C@@H](C)[C@@H]2CN3CC[C@@]4(C(=O)Nc5ccccc54)[C@@H]3C[C@H]12	-15	0	-14	-8	-7	15	15	-12	6	-6	-15
48	O=C(Cc1cc(=O)oc2cc(O)ccc12)NN=Cc1ccc(N(CCCl)CCCl)cc1	-11	29	-8	12	11	9	-17	8	-7	3	-18
49	NP(=O)(OCCCc1ccccc1)Oc1ccccc1Cl (stereo not drawn)	-3	1	-3	16	-5	-46	-29	12	-5	0	-4
50	Nc1ccc(C2(c3ccc(N)cc3)CCCCC2)cc1	-23	-1	-10	14	9	-2	-9	4	-10	10	10
51	CC(C)CC(=O)Nc1ccc(S(=O)(=O)N2CC3CC(C2)c2cccc(=O)n2C3)cc1 (stereo not drawn)	4	-2	2	-15	-2	14	-21	12	6	-4	2
52	CCOC(=O)C(O)(c1ccc(NC(=S)NC(=O)c2ccc(Cl)cc2Cl)cc1)C(F)(F)F (stereo not drawn)	-12	-1	-46	20	25	23	2	-6	-6	14	19
53	C=CCOC(=O)C1=C(C)OC(N)=C(C#N)[C@@]12C(=O)N(CC(N)=O)c1ccccc12	-2	-8	-12	5	3	2	4	6	15	-15	-4
54	CCCC(C)C1(CC)C(=O)NC(=Nc2ccc(OC)cc2)NC1=O (stereo not drawn)	-5	4	-21	9	-3	11	-10	15	1	-3	3
55	O=C1NCN(c2ccccc2)C12CCN(C(c1cc3ccccc3o1)c1nnnn1-c1ccc3c(c1)OCCO3)CC2 (stereo not drawn)	16	·	23	16	26	12	21	-6	46	-11	10
56	O=C(NCC1=C(c2cccc3ccccc23)C[C@@H]2CC[C@H]1N2Cc1ccco1)c1ccncc1	-7	3	-29	-20	-6	1	-9	7	-3	4	-6
57	COc1cc(CN2CC3CC(C2)c2cccc(=O)n2C3)cc(OC)c1OC (stereo not drawn)	-8	-8	-11	20	11	-4	-15	2	-9	-9	16
58	C=CCn1c(O)c(C(C)=Nc2cc(OC)ccc2OC)c(=O)[nH]c1=O	-3	10	-8	14	·	-17	-14	1	31	-6	3
59	NNCc1cccc(O)c1	2	-2	-19	9	-34	-151	5	0	-44	6	-5
60	CCSc1nnc(C(N)Cc2ccccc2)o1 (stereo not drawn)	18	-19	0	-8	-8	0	-4	3	-7	-9	20

# (list continues)
no.	compound	NR2F2 inh	EBV LMP1 NFkB	SRC1 inh	NR5A2 inv ag	TROY NFkB inh	Shn3 inh set2	CF NFkB block	KKLEB tox	TWEAK-Fn14 inh	TRAIL sens C8	SRC3 inh
61	CCCCn1c(=O)c(C(=O)Nc2cnccn2)c(O)c2ccccc21	-12	8	6	7	6	31	-9	-6	20	42	6
62	Oc1ccc2c3c1OC1[C@H](O)CC[C@@]4(O)[C@@H](C2)N(CC2CC2)CC[C@]314 (stereo partly drawn)	-5&-18	-7&-6	5&2	-2&12	-4&4	6&0	-15&-6	-2&9	-1&0	1&-3	8&-8
63	CC12CCCCC1=NC(c1ccc(Br)cc1)N2O (stereo not drawn)	23	4	-5	-14	-7	2	-2	-2	2	5	20
64	CCC(=NCCO)c1c(O)n(C2CCCCC2)c(=O)[nH]c1=O	-1	-6	-1	9	2	11	-3	-2	-1	-2	7

# This is a subset. The share of hits here may be higher or lower than overall.
